# Pf Dd2 inh = qHTS Primary assay for Inhibitors of Plasmodium falciparum Dd2 growth in vitro; P. falciparum Dd2 growth, SYBR Green, 72 h; Potency, µM (top dose mostly 28.9 µM), without a hit: at the top dose activity, negative = inhibition, hits mostly inhibitors; 120,000 compounds, 4.3% hits; active = well fitted inhibition curve with a large enough effect; inconclusive = small, poorly fitted or top-dose-only effect; inactive = no such curve, though single readings can be large or run the other way;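 also: plate controls were DMSO vehicle for no effect and reference drug for full effect; nearly all actives have a fitted effect of over 65% in size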
#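 Readout: SYBR Green fluorescence, 485 nm excitation, 535 nm emission, after ~16 h lysis at 37C. Before that, Dd2-infected red cells (2.5% hematocrit) grew 72 h with compound, 29 uM top final concentration.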
# An asterisk follows results filed as active; i = inactive; ? = inconclusive; [ ] = remark or other dose. Potency is read from the fitted curve at half-maximal effect. Only part of the results is shown (hit frequency here may not be typical).
item | SMILES | Pf Dd2 inh
1 | CCN(c1ccccc1)c1nnc(NC(=O)Nc2ccc(C)cc2)s1 | -5%
2 | FC(F)(F)c1cccc(Nc2ncc(-c3cccnc3)c3c2OCC3)c1 | 8.9µM*
3 | COc1ccc(OC)c(C2CCN(C(=O)c3cc4ccccc4[nH]c3=O)C2)c1 (configuration not stated) | -20%
4 | O=C(N[C@H]1CO[C@H]2[C@@H]1OC[C@@H]2n1nnnc1Oc1ccc(-n2cncn2)cc1)C1CCCCC1 | 12%
5 | CCCNC(=O)C1COC2(CCN(C(=O)c3cccc(C)c3)CC2)N1C(=O)c1ccc(OC)cc1 (configuration not stated) | -9%
6 | CCc1ccc(-c2cc(C)no2)cc1S(=O)(=O)N1CCN(c2cccc(Cl)c2)CC1 | ?
7 | CC(C)=CCC1(CO)CCCN(C(=O)c2cccn2C2CC2)C1 (configuration not stated) | -10%
8 | Cc1cc(C(=O)N(C)C2CCc3nnc(C)n3CC2)c(C)n1Cc1ccco1 (configuration not stated) | 14%
9 | OC[C@@H]1CN(Cc2ccccc2)C[C@H]1c1nc(-c2ccncc2)no1 | ?
10 | CC1=C(c2ccc(Cl)cc2)S(=O)(=O)N=C1N1CCC(C(=O)NCc2ccccc2F)CC1 | 10%
11 | CCOc1ccc(CNC(=O)c2ccc3c(c2)sc2nc(-c4ccccc4)cn23)cc1 | ?
12 | Cc1nc(N2CCCCC2)ncc1C(=O)NC1CCOC2(CCOCC2)C1 (configuration not stated) | 11%
13 | Cc1cnc(C(=O)N[C@@H]2CCC[C@@H]2C(=O)NCc2ccccc2C)cn1 | -19%
14 | CCCCN1C(=O)C(CC(=O)N(C)C)Sc2ncccc21 (configuration not stated) | -2%
15 | Cc1cccc(NC(=O)Nc2ccc(C)n(CC(=O)NCCC(C)C)c2=O)c1 | -9%
16 | CN(CCc1ccncc1)C(=O)CCc1ccnc(N2CCCC2)c1 | -5%
17 | CN(C)C(=O)c1ccc(-c2cc(NC3CCCC3)nc3[nH]ccc23)o1 | 8.9µM*
18 | Cc1noc(C)c1CN1CC2(CCN(C(=O)c3cccc(F)c3)CC2)CC1=O | 1%
19 | COc1ccccc1-c1c(C)nn2c(N3CCN(c4ccc(Cl)cc4)CC3)cc(C)nc12 | 9%
20 | Cn1c(CNC(=O)CC2CCN(S(C)(=O)=O)C2)nc2ccccc21 (configuration not stated) | -24%
21 | CC(C)(C)NC(=O)N1C[C@@H](Oc2cccnc2)C[C@H]1C(=O)N1CCCC1 | -16%
22 | COc1ccc(NC(=O)c2cc(-c3ccccc3F)no2)cc1 | 42%[activator][0.594 µM]
23 | O=C(N[C@H]1CO[C@H]2[C@@H]1OC[C@@H]2n1cc(CC2CCCCC2)nn1)C1CC1 | -3%[44.1 µM]
24 | Cc1ccc(-c2ccc3nnc(CNC(=O)COc4ccccc4)n3n2)cc1 | -11%
25 | CCN(CCCNC(=O)CC1=C2CCCCC2NC1=O)c1ccccc1 (configuration not stated) | -27%
26 | Cc1ccc(Cl)cc1NC(=O)c1csnn1 | -3%
27 | O=C(CSc1nc2c(oc3ccccc32)c(=O)n1-c1ccccc1)Nc1ccc(F)c(Cl)c1 | 19%
28 | CS(=O)(=O)c1ccc2nc(NC(=O)CS(=O)(=O)c3ccc(Cl)cc3)sc2c1 | 23%
29 | COc1cccc(CNC(=O)CCc2c(C)nc3c(c(C)nn3-c3ccc(C)c(C)c3)c2C)c1 | ?
30 | Cc1noc(-c2ccn3c(CNC(=O)COc4ccccc4)nnc3c2)n1 | -12%

# In the list so far, two have an NH in an aromatic ring:
item | SMILES | Pf Dd2 inh
3 | COc1ccc(OC)c(C2CCN(C(=O)c3cc4ccccc4[nH]c3=O)C2)c1 (configuration not stated) | -20%
17 | CN(C)C(=O)c1ccc(-c2cc(NC3CCCC3)nc3[nH]ccc23)o1 | 8.9µM*

# Carrying on.
item | SMILES | Pf Dd2 inh
31 | COc1ccccc1N1CCN(c2ncncc2-c2nc(-c3ccccc3)no2)CC1 | -2%
32 | COc1ccc(-c2nnc3n2CCN(C(=O)Nc2ccccc2)C3)cc1 | ?
33 | CCN(CC)c1ccc2cc(-c3nc(-c4ccc(Cl)cc4Cl)cs3)c(=O)oc2c1 | 89%[activator]
34 | O=C1CCc2cc(S(=O)(=O)NCc3ccccc3Cl)cc3c2N1CC3 | i
35 | CN1C(=O)c2cncnc2OCC1CNC(=O)Cc1cccc(Cl)c1 (configuration not stated) | -18%[44.1 µM]
36 | COc1ccc(-c2cn3c(n2)sc2cc(C(=O)NCc4ccccc4OC)ccc23)cc1 | -23%
37 | O=C1Nc2ccccc2CC12CCN(Cc1ccc(OC(F)(F)F)cc1)CC2 | ?
38 | CC(C)n1cc(C(=O)N2CCCC(c3nnc(Cn4ccnc4)n3C)C2)cn1 (configuration not stated) | 5%
39 | Cc1ccc(OCc2nc(C3CCN(C(=O)Cn4nc(C)cc4C)CC3)no2)cc1 | i
40 | CN1CC(=O)N(C2CCC2)Cc2c(NCCCO)ncnc21 | 23%[44.1 µM]
41 | CC(C)CN1CC[C@H](c2nc3c(C(N)=O)cccc3[nH]2)C1 | ?
42 | Cn1ncc(N2CCOC(CCNc3ccc(C#N)cn3)C2)cc1=O (configuration not stated) | -9%
43 | O=C(c1ccccc1)N1C[C@@H]2C[C@H](C1)c1ccc(C3CCCCC3)c(=O)n1C2 | i
44 | O=C1CCCN1CCN1CCOc2c(O)cc(-c3csc4ccccc34)cc2C1 | 11µM*
45 | CC(C)NC(=O)NC[C@H]1C[C@@H]2CCN1C[C@@H]2CN1CCN(c2ccccn2)CC1 | -17%[44.1 µM]
46 | COc1ccccc1-c1cc(C(=O)NCCc2cnc[nH]2)c2c(c1)N(C)CCO2 | ?
47 | O=C1NCCCc2[nH]c(-c3csc(-c4ccccc4)n3)nc21 | -24%
48 | CNCCN1C(=O)CC[C@H]2CN(C(=O)c3ccc(Cl)cn3)CC[C@H]21 | -15%
49 | COc1ccc(C(=O)Nc2ccc(-c3nc4ccccc4s3)c(Cl)c2)cc1Cl | -1%
50 | CCc1cccc2c(C(CC(=O)NCCc3ccc(OC)c(OC)c3)c3ccccc3OC)c[nH]c12 (configuration not stated) | ?
51 | COc1ccccc1C(O)c1nc(Nc2ccc(Cl)cc2F)n[nH]1 (configuration not stated) | i
52 | CCNC(=O)N[C@H]1[C@H](O)[C@@H](Sc2ccccc2)[C@@H]2OC[C@H]1O2 | ?
53 | CCN1C(=O)C2CC3(CCN(C(=O)CC(C)C)CC3)CN2C1=O (configuration not stated) | -11%
54 | CC(C)NC(=O)C1CCc2nnc(C3CCN(C(=O)c4ccc(Cl)cc4Cl)CC3)n21 (configuration not stated) | ?
55 | COc1ccc2ccc(OCc3nc(C(=O)N4CCNC(=O)C4C)co3)cc2c1 (configuration not stated) | 9%
56 | CN(CCC1(O)CCCC1)C(=O)C1CCC(=O)N(Cc2ccccc2F)C1 (configuration not stated) | -13%
57 | COc1ccc(OC)c(NC(=O)c2c(NCc3cccs3)sc3c2CCCC3)c1 | ?
58 | CCc1ccc(C2c3c(-c4ccccc4)n[nH]c3C(=O)N2c2ccc(C(=O)O)cc2)cc1 (configuration not stated) | -10%
59 | CN(C)c1ccc(NC(=O)Cn2cccc2-c2nc(-c3ccccc3)no2)cc1 | ?
60 | O=C(c1cc(-c2ccc(Br)cc2)n[nH]1)N1CCN(S(=O)(=O)c2ccc(Br)s2)CC1 | 8.9µM*
61 | C[S+](=O)([O-])N1CC2(CCCCN2Cc2ccccn2)Cc2ccccc21 (configuration not stated) | 8.9µM*
62 | CCOCCn1c(=O)n(CCN2C[C@H]3CC[C@H]2C3)c2cc(C(=O)O)cnc21 | 3%
63 | Cc1ccc(NC(=O)Cn2cc3c(n2)CCCC3)c(Cl)c1 | -16%
64 | Cc1cc(C)c2c(CC(=O)N3CCN(c4cccc(Cl)c4)CC3)coc2c1 | -1%
65 | CCc1noc(-c2cn(C3CCN(C(=O)C4(c5ccccc5)CC4)C3)nn2)n1 (configuration not stated) | 126%
66 | O=C(NCc1ccc(F)cc1)C1CCc2nnc(C3CCN([S+](=O)([O-])c4ccccc4)CC3)n21 (configuration not stated) | 6%
67 | COc1ccccc1N1CCN(c2ncccc2-c2nc(-c3ccc(Cl)cc3)no2)CC1 | 36%
68 | COc1ccc(C(=O)NCC(c2cccnc2)N2CCc3ccccc32)cc1OC (configuration not stated) | -12%
69 | O=C(Nc1ccccc1)C1=NO[C@@H]2CN(Cc3ccccn3)C[C@H]12 | -15%[44.1 µM]
70 | O=C(NCCc1ccccc1)c1ccc2c(c1)N(Cc1ccccc1)C(=O)c1ccccc1S2(=O)=O | ?
71 | COCC(=O)N1CCC(Oc2ccccc2C(=O)N2CCN(C)C(=O)[C@@H]2C)CC1 | -17%
72 | COc1ccccc1CNC1(Cc2cc(-c3ccccn3)on2)COC1 | ?
73 | CNS(=O)(=O)c1ccc(NC(=O)c2cnn3c(C(F)F)cc(-c4ccccc4)nc23)cc1 | -4%
74 | O=C(CC1CCCCC1)NCC(=O)N1CCCCCCNC(=O)CC1c1ccccc1 (configuration not stated) | ?
75 | O=C([C@@H]1C[C@H](Oc2cccnc2)CN1C(=O)CCc1ccccc1)N1CCOCC1 | -6%
76 | Cc1ccc(CN2CCc3oc(C)c(C(=O)NC4CCCC4)c3C2)cc1 | ?
77 | CN(C)C(=O)c1ccc(OC2CCN(C(=O)c3cccc(Cl)c3)CC2)nc1 | 19%
78 | COc1ccc2oc(=O)c(C(=O)NCCc3c(C)[nH]c4ccc(F)cc34)cc2c1 | -29%
79 | O=C(CN1C(=O)CCC1=O)N1CCCCCCn2c(nnc2-c2ccc(F)cc2)CC1 | i
80 | CCOc1cc(=O)n2c(c1C(=O)Nc1ccc(F)c(C)c1)CCCC2 | 7%
81 | COc1ccc(CN2CC3(Cc4ccccc4NC3=O)C2)cc1 | ?
82 | Cc1nn2c(c1-c1ccnn1C(C)C)N(C(=O)Cc1cccc(F)c1)CCC2 | i
83 | O=c1c2ccccc2nc(/C=C/c2cccc3ccccc23)n1-c1ccccc1Cl | -4%
84 | CCc1cccc(C)c1NC(=O)Cn1nc2n(c1=O)CCCCC2 | 33%[activator]
85 | O=C(Nc1cccc(F)c1)N1CCCC(Cn2c(C3CC3)nc3cccnc32)C1 (configuration not stated) | ?
86 | CCn1cc(C(=O)N[C@@H]2CN(c3ncccn3)C[C@H]2CO)cn1 | 9%
87 | COc1cccc(CNC(=O)c2cc3c(=O)oc4ccc(C)cc4c3s2)c1 | i
88 | O=C1CC(c2nnc(Cc3c(F)cccc3Cl)o2)CN1c1ccccc1 (configuration not stated) | 1%
89 | COc1ccccc1CNC(=O)C1CCN(C(=O)N2CC3CC(C2)[C@H]2CCCC(=O)N2C3)CC1 (some centres not stated) | -17%
90 | CCC(CC)NC(=O)CCC1CCN(C(=O)c2ccccc2Cl)CC1 | -13%

# Screen by screen, from the results shown:
# Pf Dd2 inh for entries 63 to 69: -16%, -1%, 126%, 6%, 36%, -12%, -15%[44.1 µM]

# (cont.)
item | SMILES | Pf Dd2 inh
91 | CC(C)Cc1cn(C2CCN(CC(C)c3ccccc3)CC2)nn1 (configuration not stated) | -9%
92 | COc1cc2c(=O)n(CCC(=O)NCC3CCCO3)c(=O)n(CC(=O)Nc3c(C)cccc3C)c2cc1OC (configuration not stated) | 36%[activator]
93 | O[C@@H]1CC(CNCc2nccs2)(COc2cccnc2)C[C@@H]1O (some centres not stated) | 21%[44.1 µM]
94 | CCS(=O)(=O)N1CC[C@H]2C(=O)NCCCCCN(Cc3cccnc3)[C@@H]2C1 | 19%
95 | O=C(N1CCSCC1)C1(c2ccc(Cl)cc2)CCOCC1 | 5%
96 | O=C(NC1CCCCC1)[C@@H]1C[C@@H](O)CN1C1CCN(C(=O)c2ccc3c(c2)OCO3)CC1 | i
97 | CC(=O)Oc1c(-c2ccc(NC(=O)c3ccco3)cc2)c(-c2cccc(C)c2)nn1-c1ccc(F)cc1 | ?
98 | CC(C)C1C(=O)NCCN1C(=O)c1coc(COc2ccc3c(c2)OCO3)n1 (configuration not stated) | 18%
99 | Cc1cccc(NC(=O)CSc2nc(-c3cccs3)cc(C(F)(F)F)c2C#N)c1C | i
100 | NC(=O)N1CCCC(C(=O)NCCCn2nccc2C2CC2)C1 (configuration not stated) | -15%
101 | CN(Cc1ccccc1)[C@@H]1[C@H](O)[C@H](CO)O[C@@H]1CNC(=O)Nc1ccc(F)cc1F | i
102 | N#Cc1cccc(CN2CCOC[C@H]2c2ncc(-c3ccc(Cl)cc3)[nH]2)c1 | ?
103 | O=C(Nc1c(C(=O)N2CCN(c3ccccc3)CC2)oc2ccccc12)c1ccccc1F | 17%
104 | CN(C)c1ccc2ncc(Nc3ccccc3-c3ccccc3)n2n1 | ?
105 | CC1=C(c2ccc(C)cc2)S(=O)(=O)N(Cc2ccc(C(=O)Nc3ccc(C)c(F)c3)cc2)C1=O | i
106 | Cc1ccc2nc([C@H]3CCN(Cc4ccc(C(F)(F)F)cc4)C3)[nH]c2c1 | ?
107 | O=C(c1cc(=O)[nH]c(=O)[nH]1)N1CCC2(CC1)OCCCC2O (configuration not stated) | -17%
108 | COc1ccc(CNC(=O)c2c(C)noc2-c2ccco2)cc1 | -20%
109 | O=c1n(Cc2cc(F)cc(F)c2)nc2n1CCCCC2 | i
110 | COc1ccc(CNC(=O)C2CC(=O)N(c3n[nH]c4ccccc34)C2)cc1OC (configuration not stated) | i

# 6 entries picked at random from those above:
item | SMILES | Pf Dd2 inh
93 | O[C@@H]1CC(CNCc2nccs2)(COc2cccnc2)C[C@@H]1O (some centres not stated) | 21%[44.1 µM]
110 | COc1ccc(CNC(=O)C2CC(=O)N(c3n[nH]c4ccccc34)C2)cc1OC (configuration not stated) | i
101 | CN(Cc1ccccc1)[C@@H]1[C@H](O)[C@H](CO)O[C@@H]1CNC(=O)Nc1ccc(F)cc1F | i
99 | Cc1cccc(NC(=O)CSc2nc(-c3cccs3)cc(C(F)(F)F)c2C#N)c1C | i
100 | NC(=O)N1CCCC(C(=O)NCCCn2nccc2C2CC2)C1 (configuration not stated) | -15%
94 | CCS(=O)(=O)N1CC[C@H]2C(=O)NCCCCCN(Cc3cccnc3)[C@@H]2C1 | 19%

# Screening results as filed in PubChem.
